C2C12 statin – suppressors of simvastatin-induced myotoxicity in C2C12 myotubes; ATP luminescence, 48 h; scaled: DMSO 0, geranylgeraniol control 100; rescue of ATP level, % at 7.49 µM; actives 0.78% (n = 330,000); AID 602340;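 active = mean ATP rescue above about 67%, or every replicate alone reaching that limit, limit read from the data, passing the limit was not always enough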;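 also: myotubes were challenged with 10 µM simvastatin during compound exposure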
SIRT5 block – inhibitors of human sirtuin-5 desuccinylase; Q9NXA8; Purified SirT5, succinyl-peptide AMC, trypsin-coupled fluorescence; inhibition, % at 15 µM; actives 1.1% (n = 330,000); AID 652115; in the data active = inhibition above about 15%
Target sequence (Q9NXA8 whole entry, looked up): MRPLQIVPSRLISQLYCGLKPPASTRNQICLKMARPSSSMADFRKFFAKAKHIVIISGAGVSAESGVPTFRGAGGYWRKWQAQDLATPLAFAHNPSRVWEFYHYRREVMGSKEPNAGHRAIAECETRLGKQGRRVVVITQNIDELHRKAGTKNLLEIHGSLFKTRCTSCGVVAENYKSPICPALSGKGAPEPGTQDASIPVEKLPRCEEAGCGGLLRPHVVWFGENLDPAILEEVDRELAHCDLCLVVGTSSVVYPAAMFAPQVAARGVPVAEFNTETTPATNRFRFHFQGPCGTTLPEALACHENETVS
ERp5 inh – ERp5 (human) disulfide isomerase inhibition. Q15084. ERp5 insulin aggregation, absorbance 650 nm, 90 min. inhibition, % at 9.99 µM. actives 0.05% (n = 350,000). AID 651711;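 active = mean replicate inhibition above about 25%, with every replicate also reaching it, limit read from the data, passing the limit was not always enough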
Target sequence (Q15084 whole entry, looked up): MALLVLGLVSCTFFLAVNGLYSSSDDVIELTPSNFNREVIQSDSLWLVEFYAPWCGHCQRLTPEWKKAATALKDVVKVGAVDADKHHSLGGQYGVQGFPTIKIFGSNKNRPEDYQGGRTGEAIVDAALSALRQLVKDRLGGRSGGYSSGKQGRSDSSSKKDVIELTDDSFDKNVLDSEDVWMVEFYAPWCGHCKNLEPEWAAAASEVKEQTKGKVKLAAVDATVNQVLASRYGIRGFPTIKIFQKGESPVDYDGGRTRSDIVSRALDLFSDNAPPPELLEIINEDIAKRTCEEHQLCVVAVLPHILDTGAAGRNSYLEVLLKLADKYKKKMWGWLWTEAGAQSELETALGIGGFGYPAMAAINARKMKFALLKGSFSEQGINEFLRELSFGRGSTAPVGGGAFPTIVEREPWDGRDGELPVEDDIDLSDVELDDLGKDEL
miR122 inh – inhibitors of miR-122 in Huh7 cells | Huh7 miR-122 Renilla luciferase sensor, 48 h; neutral wells = 0, positive control = 100 | activation (reporter increase), % at 12.5 µM | actives 0.3% (n = 340,000);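 active = mean replicate activation score at least 90 and every replicate individually at or above 90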;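 also: higher luciferase means less miR-122 activity so hits act as miR-122 inhibitors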
esBAF inh – inhibitors of esBAF chromatin remodeling in mouse ES cells; Bmi1-luciferase knock-in reporter, 24 h; 100% = twice the neutral-well signal; reporter increase, % at 12.5 µM; actives 2% (n = 350,000); AID 602393; in the data active = activation above about 40%;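 also: 0% = median of the plate's neutral control wells and 100% = double that signal; a rise in the Bmi1 reporter signal indicates esBAF inhibition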
ARNT-TACC3 inh – disruptors of human ARNT/TACC3 interaction. AlphaScreen His-ARNT PAS-B/GST-TACC3 binding, luminescence; TACC3 fragment carries E629A point mutation. actives 0.66% (n = 390,000). inhibition, % at 9.99 µM. AID 623870;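 active = mean inhibition of replicates at least 50% and at least half of replicates each reaching 50%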;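 also: 0% = complete ARNT plus TACC3 wells and 100% = ARNT alone without TACC3; many hits fall short of the cut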
Cneo AK release – causes C. neoformans cell lysis | adenylate kinase release luminescence, 4 h; normalised: neutral wells 0, clomiphene wells 100 | lysis activity, % at 15 µM | actives 0.2% (n = 360,000) | AID 651654;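 active = mean lysis activity across replicates of at least 80%, whatever share of replicates individually reach that level; inactive = mean lysis activity below 80%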
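Material: C. neoformans cells | Amount: Yeast cell density of 5 × 10^6 cells/mL | Medium: Fresh YPD growth medium | Dosing: Single dose | Times: Static 4 h at 37 °C with compound, 1 h detection | Detection: AK luminescence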
Active calls of the source: *; / = not tested or not shown; [ ] = remark or other dose. The order is random. About 4% of those tested had a hit in this group.

Sample of the layout, 15 compounds:
Order of values: C2C12 statin, SIRT5 block, ERp5 inh, miR122 inh, esBAF inh, ARNT-TACC3 inh, Cneo AK release
CCOc1ccc(-c2ncncc2-c2ccc(OC)cc2)c(O)c1
  14, /, /, 5, 0, 5, 2
O=C(CNC(=O)c1cccc(Cl)c1)NCC(c1cccs1)N1CCOCC1 (configuration not stated)
  -11, 1, -4, -5, -5, 10, 5
CCc1noc(C)c1C(=O)N(CCCOC)c1c(N)n(Cc2ccccc2)c(=O)[nH]c1=O
  13, /, /, /, -1, -1, /
O=c1cc(-c2ccccc2)[nH]c2cc(F)ccc12
  -67, /, -1, /, 7, -3, 29
CCO[C@H]1OC(C(=O)N2CCCC2)=C[C@@H](c2ccc3c(c2)OCO3)[C@@H]1CCCO
  /, 3, 2, /, /, /, 13
Cc1cc2ncn(C(=O)N3CCCCCC3)c2cc1C
  6, /, /, 3, 49*, -9, 2
CCn1ccnc1CNC(=O)CC1C(=O)NCCN1CCCc1ccccc1 (configuration not stated)
  /, -3, -26, -7, /, 31, 2
Cn1cc(/C=C(\NC(=O)c2ccccc2Cl)C(=O)NCCN2CCOCC2)c2ccccc21
  0, 2, 5, -2, 1, 15, -2
CCNC(=S)N/N=C/c1cccs1
  -100, /, /, -1, 5, 5, 5
CCOc1ccccc1CN1CCN(Cc2[nH]c3ccccc3c2C)CC1CCO (configuration not stated)
  -12, /, /, 4, -9, 26, 0
COc1ccc(/C(O)=C2\C(=O)C(=O)N(CCN(C)C)C2c2cccc(OC)c2OC)cc1 (configuration not stated)
  2, /, /, -4, -7, -7, -5
O=[N+]([O-])c1ccccc1S(=O)(=O)NC1CCCC1
  /, -1, 0, 5, /, -2, /
O=[N+]([O-])c1ccc(Nc2ccccc2O)c2nonc12
  4, 8, -2, -8, -8, 18, -1
Cc1ccc(S(=O)(=O)NC(=O)Nn2c(C)nnc2C)cc1
  -10, /, /, -3, 3, -15, -1
CCN(CC)C(=O)Cn1cc(S(=O)(=O)CC(=O)Nc2ccc3c(c2)OCCO3)c2ccccc21
  /, 1, 2, /, /, -4, /

Results, repeating the preview:
Order of values: C2C12 statin, SIRT5 block, ERp5 inh, miR122 inh, esBAF inh, ARNT-TACC3 inh, Cneo AK release
CCOc1ccc(-c2ncncc2-c2ccc(OC)cc2)c(O)c1
  14, /, /, 5, 0, 5, 2
O=C(CNC(=O)c1cccc(Cl)c1)NCC(c1cccs1)N1CCOCC1 (configuration not stated)
  -11, 1, -4, -5, -5, 10, 5
CCc1noc(C)c1C(=O)N(CCCOC)c1c(N)n(Cc2ccccc2)c(=O)[nH]c1=O
  13, /, /, /, -1, -1, /
O=c1cc(-c2ccccc2)[nH]c2cc(F)ccc12
  -67, /, -1, /, 7, -3, 29
CCO[C@H]1OC(C(=O)N2CCCC2)=C[C@@H](c2ccc3c(c2)OCO3)[C@@H]1CCCO
  /, 3, 2, /, /, /, 13
Cc1cc2ncn(C(=O)N3CCCCCC3)c2cc1C
  6, /, /, 3, 49*, -9, 2
CCn1ccnc1CNC(=O)CC1C(=O)NCCN1CCCc1ccccc1 (configuration not stated)
  /, -3, -26, -7, /, 31, 2
Cn1cc(/C=C(\NC(=O)c2ccccc2Cl)C(=O)NCCN2CCOCC2)c2ccccc21
  0, 2, 5, -2, 1, 15, -2
CCNC(=S)N/N=C/c1cccs1
  -100, /, /, -1, 5, 5, 5
CCOc1ccccc1CN1CCN(Cc2[nH]c3ccccc3c2C)CC1CCO (configuration not stated)
  -12, /, /, 4, -9, 26, 0
COc1ccc(/C(O)=C2\C(=O)C(=O)N(CCN(C)C)C2c2cccc(OC)c2OC)cc1 (configuration not stated)
  2, /, /, -4, -7, -7, -5
O=[N+]([O-])c1ccccc1S(=O)(=O)NC1CCCC1
  /, -1, 0, 5, /, -2, /
O=[N+]([O-])c1ccc(Nc2ccccc2O)c2nonc12
  4, 8, -2, -8, -8, 18, -1
Cc1ccc(S(=O)(=O)NC(=O)Nn2c(C)nnc2C)cc1
  -10, /, /, -3, 3, -15, -1
CCN(CC)C(=O)Cn1cc(S(=O)(=O)CC(=O)Nc2ccc3c(c2)OCCO3)c2ccccc21
  /, 1, 2, /, /, -4, /
Cc1ccc(S(=O)(=O)N[C@H]2CC[C@@H](CCNC(=O)Cc3ccccn3)O[C@H]2CO)cc1
  3, 1, -1, /, 1, -2, 0
C[C@H](CO)N1C[C@H](C)[C@H](CN(C)C(=O)Cc2ccccc2)Oc2ncc(-c3cncnc3)cc2C1=O
  14, -3, 3, 11[16.7 µM], -3, 0, -2
COc1cccc(-c2nnc(SC(C(=O)c3c[nH]c4ccccc34)c3ccccc3)n2C)c1 (configuration not stated)
  /, -1, -1, /, /, 5, /
COc1ccc(/C=N/NC(=O)C2C3CCCCC32)cc1OC (configuration not stated)
  /, 0, -8, /, /, -5, /
O=C(Nc1nc(-c2cccs2)cs1)c1ccc(S(=O)(=O)N2CCCCC2)cc1
  -9, /, -2, -6, 3, 2, 7
C[C@H]1CCCCO[C@H](CN(C)C(=O)CCCN(C)C)[C@@H](C)CN([C@@H](C)CO)C(=O)c2cc(NC(=O)c3ccncc3)ccc2O1
  /, /, /, 5[16.7 µM], 2, 15, 0
Cn1c(NCc2ccco2)nc2c1c(=O)n(Cc1ccc(Cl)c(Cl)c1)c(=O)n2C
  20, /, /, -10, 13, -3, -8
Cc1cc(C(=O)OCC(=O)Nc2ccccc2C)c(C)o1
  4, -3, 2, /, -11, -3, 1
Cc1cc(CSc2ccccc2)ccc1NC(=O)c1ccc(Br)cc1
  /, -5, 2, /, /, -3, /
CCC1CCCCN1CCCNC(=O)Cn1c(=O)c2cccn2c2cccnc21 (configuration not stated)
  3, 0, 4, -2, 0, 7, 20
CCN(CC)c1ccc(S(=O)(=O)N2CCOCC2)cc1NC(=O)Nc1ccccc1
  -6, 1, 1, -4, 7, -8, -1
COc1cc2ccc(=O)oc2cc1O
  0, -84, 0, -2, -1, -7, 3
CCN(CC)S(=O)(=O)c1ccc2c(c1)[nH]c(=S)n2CC
  /, 2, -8, /, /, 3, /
CCOc1ccc2c(=O)c(Oc3ccccc3OCC)coc2c1
  -11, /, /, 2, 64*, 0, -3
O=C(c1cc(Br)c(Br)s1)N1CCOCC1
  5, 0, 5, /, -1, 0, 1
CCCc1c(C(=O)N/N=C/c2cccc(OCc3ccc(F)cc3)c2)nnn1-c1nonc1N
  -9, -2, 0, -7, 5, 1, 1
COc1ccccc1CCC(=O)Nc1ccc2c(c1)c(=O)n(C)n2Cc1ccc(F)cc1
  -3, /, 2, 11, -6, /, 1
COc1ccc(Cl)cc1NC(=O)CN(C)C(=O)C1CCN(C(=O)Nc2ccccc2)CC1
  8, -1, 0, -6, -2, /, 0
CCOc1ccccc1CNc1ccc(N2CCOCC2)c(C(=O)O)c1
  /, 2, 3, -5, 12, -5, 5
C=CCN1C(=O)/C(=c2\sc3nc(=O)c(Cc4ccccc4)nn3c2=O)c2ccccc21
  /, 1, -5, 2, /, /, -1
C=CCN(CC(=O)NC1CC1)S(=O)(=O)c1cccc(C(F)(F)F)c1
  -6, 1, 12, 10, -4, -10, 0
COc1ccc(NC(=O)C2CCN(C(=O)C3CC(=O)N(c4ccc(C)cc4)C3)CC2)c(OC)c1 (configuration not stated)
  6, -1, 1, /, -10, -1, -1
CC1CN(CCN2CC(C)N(C=O)CC2C)C(C)CN1C=O (configuration not stated)
  0, 6, 1, -7, -3, 34, -1
CCOc1ccc(N(C)S(=O)(=O)c2ccc3[nH]cc(C(=O)NCC(OC)OC)c(=O)c3c2)cc1
  -5, -4, 1, 6, -2, 9, 2
Cc1onc(-c2ccccc2)c1C(=O)N1CCCCCC1
  9, -4, 2, 1, 2, 0, 2
Cc1nc(N2CCN(C)CC2)[nH]c(=O)c1Cc1cccc2ccccc12
  5, /, /, -6, -6, 0, 8
CN1CCN(CC(=O)Nc2cc(S(=O)(=O)N3CCOCC3)ccc2Cl)CC1
  -11, -4, 4, 2, /, 1, 0
Cc1ccc(C)c(S(=O)(=O)N(C)C2CCS(=O)(=O)C2)c1 (configuration not stated)
  2, -1, 3, /, 2, -7, 3
CN1C(=O)c2cc(NC(=O)NC3CCCC3)ccc2OC[C@@H]2O[C@H](CC(=O)NC3CCC3)CC[C@@H]21
  -3, /, /, 2[16.7 µM], 0, /, /
COc1cc(/C=N/NC(=O)c2cc(-c3ccccc3Cl)nc3ccccc23)cc(OC)c1O
  /, -2, 3, /, /, 4, /
COC(=O)[C@@H]1C[C@@]2(O)[C@@H](O)[C@@H](O)[C@@H](O)C[C@H]2N1CC(c1ccccc1)c1ccccc1
  8, /, -1, /, 4, 0, 0
O=C(O)CCCC(=O)Nc1nc(-c2ccccc2)cs1
  -5, /, /, -7, -8, -3, -1
COC(=O)c1c(NC(=O)c2cccnc2)sc(C(=O)N(C)C)c1C
  /, 2, 0, /, /, 7, /
COc1ccc(S(=O)(=O)N2CCCN(CC(=O)Nc3cc(NC(C)=O)ccc3OC)CC2)cc1
  17, /, /, -3, -6, 1, -6
CCN(CC1CCCO1)C(=O)c1cc(COc2ccc(F)cc2F)on1 (configuration not stated)
  4, 1, 2, -3, -3, 11, -4
CCCc1cc(=O)n2[nH]c(NCc3ccccc3F)nc2n1
  4, /, /, -11, 9, -4, -1
CO[C@@H]1CN(C)C(=O)c2ccc(NC(=O)NC(C)C)cc2OC[C@H](C)N(Cc2ccccc2)C[C@H]1C
  15, 4, -2, -11[16.7 µM], 9, 8, 4
COc1ccc(C(=O)OC2C(OC)OCC(O)C2O)cc1 (configuration not stated)
  -5, 2, -3, 4, -7, -2, -1
CC(C)(C)OC(=O)NCC1CCC(C(=O)NC[C@H](CC(=O)O)c2ccc(Cl)cc2)CC1 (some centres not stated)
  7, -3, 0, -4, -3, -8, 0
COC(=O)Cn1c(Cc2ccccc2)nc2ccccc21
  -3, -2, -1, 3, -2, -15, 7
Cc1ccc(NC(=O)C2CC(O)CN2C(=O)OCc2ccccc2)cc1C (configuration not stated)
  /, -4, 3, -11, /, -2, 3
COc1ccc2c(c1)SCC(=O)N2C
  2, /, /, -15, -10, 4, -1
COc1ccc(-c2ccc(C(=O)Nc3cccc(Oc4ccccc4)c3)c3occc23)c(C)c1
  2, -3, 2, 7, -5, /, 2
Cc1nc2c3ccccc3nc(NNC(=O)CCC(=O)N3CCCC(C)C3)n2n1 (configuration not stated)
  -3, -19, 2, -3, 0, 20, 1
C#CCOc1ccc(CNC[C@H]2O[C@@H](n3ccc(=O)[nH]c3=O)[C@H](O)[C@@H]2O)cc1
  2, -18, -2, 3, 0, /, 5

(next part)
Order of values: C2C12 statin, SIRT5 block, ERp5 inh, miR122 inh, esBAF inh, ARNT-TACC3 inh, Cneo AK release
O=C(c1ccc(F)cc1)C1CCN(C(=O)c2ccc(F)cc2)CC1
  5, -2, 0, 3, -1, -10, -2
Cc1cc(NC(=O)c2noc3c2CCc2ccccc2-3)n(-c2ccccc2)n1
  -8, 0, 3, /, 10, -4, 1
COc1ccc(CN(C(=S)Nc2ccccc2)C2CC(=O)N(c3ccc(Cl)cc3)C2=O)cc1 (configuration not stated)
  5, /, /, 5, -4, -2, -7
CCCC(=O)Nc1ccc2c(c1)C(=O)N(C)[C@H]1CC[C@@H](CC(=O)Nc3ccccc3)O[C@H]1CO2
  -5, -10, 5, 5[16.7 µM], -3, 2, -1
COc1ccccc1CNC(=O)C[C@H]1CC[C@H]2[C@@H](COC[C@@H](O)CN2C(=O)Nc2ccc(Cl)cc2)O1
  -14, -1, 2, 4[16.7 µM], 38, 2, -8
O=C(COc1cccc(F)c1)Nc1nc(-c2ccncc2)cs1
  -7, -1, 4, -1, -2, -2, 11
CCn1cc(C(=O)NC(=S)Nc2ccccc2[N+](=O)[O-])cn1
  1, -1, 0, 4, 20, 0, 4
COc1ccc(S(=O)(=O)NCc2cc(-c3ccccc3Cl)no2)cc1
  /, -2, 4, -1, /, 2, /
